From PubChem
miR122 inh: blocks miR-122 activity in Huh7 sensor cells | Huh7 miR-122 Renilla luciferase sensor, 48 h; neutral wells = 0, positive control = 100 | activation (reporter increase), % at 12.5 µM | 340,000 compounds, 0.3% hits | AID 602342;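 active means mean replicate activation score at least 90 and every replicate individually at or above 90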;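 further: higher luciferase means less miR-122 activity so hits act as miR-122 inhibitors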
Active calls of the source: *. Not all compounds are listed; count on the stated rates, not on these rows.

1. COc1ccc(OCCSc2nnc(CC(=O)Nc3cccc(Cl)c3Cl)n2C)cc1
  miR122 inh: -8
2. O=C(Nc1cccc(Br)c1)/C(=C\c1cccnc1)NC(=O)c1ccco1
  miR122 inh: 3
3. CCOC(=O)C1=C(CSc2nc(C)cc(C)c2C#N)OC(N)=C(C#N)C1c1ccccc1 (configuration not stated)
  miR122 inh: 0
4. COc1ccc(Cn2nnnc2C(c2cc3cc(C)cc(C)c3[nH]c2=O)N2CCOCC2)cc1 (configuration not stated)
  miR122 inh: 8
5. CC(=O)OC(C(=O)NCc1ccco1)c1cccnc1 (configuration not stated)
  miR122 inh: -6
6. CC(=O)C1C(=O)C=C(c2ccco2)CC1c1ccccc1 (configuration not stated)
  miR122 inh: -9
7. COc1ccc(NC(=O)CC2C(=O)N(C)C(=S)N2Cc2ccco2)cc1 (configuration not stated)
  miR122 inh: 1
8. Cc1ccc(N(C(=O)CNC(=O)c2ccco2)C(C(=O)NCC2CCCO2)c2ccccc2)cc1 (configuration not stated)
  miR122 inh: 4
9. Cc1cccc(C)c1NC(=O)CN1C(=O)S/C(=C\c2cccn2C)C1=O
  miR122 inh: 0
10. CCN1C(=O)c2ccc(C(=O)Nc3nccs3)cc2C1=O
  miR122 inh: 7
11. COC(=O)[C@H](CCSC)NC(=O)NCCc1ccc(F)cc1
  miR122 inh: -3
12. NC(=O)c1cc([N+](=O)[O-])ccc1N1CCCCC1
  miR122 inh: -2
13. COc1ccc(/C=C2/CCc3ccccc3C2=O)cc1OC
  miR122 inh: -4
14. COc1ccc(CNC2CCCCC2)cc1
  miR122 inh: 0
15. Cc1cc(C(=O)CN2C(=O)CCC2=O)c(C)n1Cc1ccccc1
  miR122 inh: -2
16. CC(=O)N1N=C(c2ccncc2)OC12CCCCC2
  miR122 inh: -12
17. CCCCCCC(=O)N/N=C/Cc1ccccc1
  miR122 inh: 6
18. CCOc1ccc(-n2c(C)nc3cc(C(=O)NCc4ccco4)ccc32)cc1
  miR122 inh: 4
19. Cc1ccc(CNC(=O)c2ccc(NC(=O)CCS(=O)(=O)c3cccs3)cc2)cc1
  miR122 inh: 1
20. CCOC(=O)c1cccc(NC(=O)CN2C(=O)C3C4C=CC(C4)C3C2=O)c1 (configuration not stated)
  miR122 inh: 5
21. CCn1cnc2cc(NCc3ccc(OC)cc3)ccc21
  miR122 inh: 1
22. CNC(=O)/C(C#N)=C/c1ccc(-c2ccc(OC)cc2[N+](=O)[O-])o1
  miR122 inh: 13
23. CC1CCCC(C)N1CCNC(=O)Nc1ccc(Cl)cc1 (configuration not stated)
  miR122 inh: -2
24. CC(=O)Nc1ccc(S(=O)(=O)Nc2nc(C)cc(-n3nc(C)cc3C)n2)cc1
  miR122 inh: -7
25. Nc1nonc1C(=O)NCCNCc1ccccc1OCc1ccccc1F
  miR122 inh: -10

Some of these compounds in order of number of heavy atoms, high to low.
3. CCOC(=O)C1=C(CSc2nc(C)cc(C)c2C#N)OC(N)=C(C#N)C1c1ccccc1 (configuration not stated)
  miR122 inh: 0
15. Cc1cc(C(=O)CN2C(=O)CCC2=O)c(C)n1Cc1ccccc1
  miR122 inh: -2
13. COc1ccc(/C=C2/CCc3ccccc3C2=O)cc1OC
  miR122 inh: -4

Later entries.
26. COc1ccc(-c2nc3scc(-c4ccccc4)n3n2)cc1
  miR122 inh: 5
27. O=C(c1ccco1)N1CCN(S(=O)(=O)c2ccc(F)cc2)CC1
  miR122 inh: -9
28. c1ccc(CCNc2ncnc3scc(C4COc5ccccc5O4)c23)cc1 (configuration not stated)
  miR122 inh: 12
29. COc1cc2nc(SCc3ccc(C(F)(F)F)cc3)n(Cc3cccs3)c(=N)c2cc1OC
  miR122 inh: -10
30. CCOC(=O)C1CCN(C(=O)c2ccc(OCC)c(OCC)c2)CC1
  miR122 inh: -8
31. O=c1[nH]c(NCCO)nc2c1C1(CCCCC1)Cc1ccccc1-2
  miR122 inh: 0
32. O=C(Nc1ccncc1)C1COc2ccccc2O1 (configuration not stated)
  miR122 inh: -1
33. Cc1ccc2cc(C(c3nnnn3Cc3ccccc3)N3CCc4ccccc43)c(=O)[nH]c2c1 (configuration not stated)
  miR122 inh: 4
34. O=C(CSc1nc2cc(Cl)ccc2o1)N1CCOCC1
  miR122 inh: 10
35. COC1=CC(=O)OC12CCCCC2
  miR122 inh: -1
36. CCOC(=O)C1=C(c2cccc(F)c2)NC(=S)NC1C (configuration not stated)
  miR122 inh: 0
37. COc1cccc(NC(=O)c2ccccc2-c2nc(-c3cccc(C)c3)no2)c1
  miR122 inh: 2
38. CC(C)C(NC(=O)OCc1ccccc1)C(=O)OCC(=O)N1CCCCC1 (configuration not stated)
  miR122 inh: -1
39. COc1ccccc1-c1cc(-c2cc(Cl)ccc2O)n[nH]1
  miR122 inh: 15
40. COc1ccc(S(=O)(=O)N2CCC(C)CC2)cc1Br
  miR122 inh: 6
41. N#Cc1ccc(NC(=O)c2nc(-c3ccccc3)n(-c3ccccc3)n2)cc1
  miR122 inh: -5
42. CC(Oc1ccc(Cl)cc1)C(=O)OCC(=O)Nc1ncc(Cl)cc1Cl (configuration not stated)
  miR122 inh: 2
43. Cc1cc2cc3c(cc2nc1SCC(=O)O)OCCO3
  miR122 inh: -4
44. COc1ccc(-n2c(N)c(C(=O)NCc3ccco3)c3nc4ccccc4nc32)cc1OC
  miR122 inh: 2
45. O=C(Cc1ccc(Cl)cc1)Oc1cccc2cccnc12
  miR122 inh: -11
46. O=C1c2ccccc2C(=O)C1c1ccc2ccccc2n1
  miR122 inh: 3
47. CC(=O)Nc1ccc(OC(F)(F)C(F)C(F)(F)F)c(NC(C)=O)c1 (configuration not stated)
  miR122 inh: 2
48. COc1cccc(Nc2nc3ccccc3nc2NS(=O)(=O)c2ccc(NC(C)=O)cc2)c1
  miR122 inh: -4
49. Cc1ccc(-c2csc3ncnc(-n4nnc5ccccc54)c23)cc1
  miR122 inh: 1
50. CC(C)(C)OC(=O)N1CCC(C(=O)N[C@@H](Cc2ccccc2)C(=O)O)CC1
  miR122 inh: -2

Entries above containing two or more sulfur atoms, in the order listed:
19. Cc1ccc(CNC(=O)c2ccc(NC(=O)CCS(=O)(=O)c3cccs3)cc2)cc1
  miR122 inh: 1
29. COc1cc2nc(SCc3ccc(C(F)(F)F)cc3)n(Cc3cccs3)c(=N)c2cc1OC
  miR122 inh: -10

Continued:
51. CCn1c(C)[n+](CCCS(=O)(=O)[O-])c2cc(Cl)c(Cl)cc21
  miR122 inh: -6
52. O=C(CSc1nnc2c(Cl)cc(Cl)cn12)N1CCN(S(=O)(=O)c2ccccc2)CC1
  miR122 inh: 6
53. CCCCC1=CC2=C(c3ccco3)C(=O)C(C)(OC(=O)c3ccc(OC)cc3)C(=O)C2=CN1CCN1CCOCC1 (configuration not stated)
  miR122 inh: -7
54. COc1ccc(S(=O)(=O)N(CC(=O)NCCCN(C)C)c2ccc(C)cc2)cc1OC
  miR122 inh: -2
55. O=c1c2ccccc2nc(N/N=C/c2ccccc2)n1O
  miR122 inh: -4
56. CC(=O)c1c(C)nc(-c2ccccc2)n1O
  miR122 inh: 3
57. Cc1nn(Cc2ccc(C(=O)Nc3nc4c(C)cccc4s3)o2)c(C)c1Br
  miR122 inh: -1
58. CC(C)NC(=O)c1ccc2c(c1)S(=O)(=O)c1ccccc1C2=O
  miR122 inh: -6
59. CCNc1ccc(Br)cc(C(=O)/C=C/c2ccc(Cl)cc2Cl)c1=O
  miR122 inh: -4
60. Cc1nn(Cc2ccc(Cl)cc2)c(C)c1NC(=O)CSc1n[nH]c(C)c1[N+](=O)[O-]
  miR122 inh: 6
61. c1ccc(-c2ccc(-c3csnn3)cc2)cc1
  miR122 inh: -5
62. Cc1cc(C(F)(F)F)nc(SCC(=O)NC2CC3CCC2C3)n1 (configuration not stated)
  miR122 inh: -5
63. O=C(CSc1nc(-c2ccccc2)cc(C(F)(F)F)n1)NCCN1CCOCC1
  miR122 inh: 3
64. O=[N+]([O-])c1ccc(-c2csc3[n+]2CCS3)cc1
  miR122 inh: -4
65. O=C(Cn1cnc2c(nnn2Cc2ccc(F)cc2)c1=O)NC1CCCC1
  miR122 inh: -2
66. Cc1c(C(=O)N(C)C)sc(NC(=O)c2cccc([N+](=O)[O-])c2)c1C#N
  miR122 inh: 1
67. CC(=O)NC1(c2cccc(F)c2)CCN(CC(=O)NC(C)C)CC1
  miR122 inh: -2
68. COCCn1c(SCC(=O)Nc2sc(C)c(C)c2C#N)nnc1C(C)C
  miR122 inh: 1
69. Fc1ccccc1Cn1nnc2c(-n3ccnc3)ncnc21
  miR122 inh: -8
70. CCCCNC(=S)N(Cc1ccco1)Cc1cc2cc3c(cc2[nH]c1=O)OCCO3
  miR122 inh: 23
71. CC(=O)Nc1cc(N2C(=O)CCC2=O)ccc1Cl
  miR122 inh: -4
72. O=C(CCCCn1c(=O)[nH]c2ccccc2c1=O)N1CCN(c2cccc(C(F)(F)F)c2)CC1
  miR122 inh: 12
73. Cc1ccc(NC(=O)C(NC2CCCc3ccccc32)c2ccccc2)c([N+](=O)[O-])c1 (configuration not stated)
  miR122 inh: 20
74. CCC(=O)N1CCc2cc(Br)cc(S(=O)(=O)CCC(=O)NCc3ccco3)c21
  miR122 inh: 0
75. CC(=O)c1ccc(OCC(O)CN2CCN(Cc3ccccc3)CC2)cc1 (configuration not stated)
  miR122 inh: 2

76. O=c1c(-c2nc3ccccc3s2)cccn1Cc1ccccc1
  miR122 inh: 21
77. O=C(CCCn1c(=S)[nH]c2cc3c(cc2c1=O)OCO3)N1CCN(c2ccccc2F)CC1
  miR122 inh: -5
78. CCCCCn1c(=O)[nH]c2cc(C(=O)NCCc3ccc(OC)c(OC)c3)ccc2c1=O
  miR122 inh: 0
79. C=C1c2cc(C)ccc2NC(=O)N1c1ccc(C)cc1
  miR122 inh: 3
80. CS(=O)(=O)c1ccc(Cl)c(S(=O)(=O)NCc2ccccc2)c1
  miR122 inh: 5
81. CCOC(=O)c1cccc(NC(=O)CN(c2ccc(OC)cc2)S(=O)(=O)c2c(C)noc2C)c1
  miR122 inh: 3
82. O=C(Nc1ccc(C(=O)N2CCOCC2)cc1)Nc1cccc(Cl)c1
  miR122 inh: 2
83. O=C(CCSc1nc2cc(Cl)ccc2o1)N1CCOCC1
  miR122 inh: -5
84. COc1cccc(/C=N/NC(=O)c2cccc([N+](=O)[O-])c2)c1OS(=O)(=O)c1ccccc1
  miR122 inh: 2
85. CN(C)C(=O)Nc1cnc2ccccc2c1
  miR122 inh: -3
86. O=C(COC(=O)Cc1ccsc1)NC(c1ccccc1)c1ccccc1
  miR122 inh: -22
87. CCc1ccc(OCc2nnc(SCCN3CCOCC3)n2CC)cc1
  miR122 inh: 15
88. Cc1ccc(C(=O)Nc2sc(C)c(C)c2C(=O)c2ccccc2)cc1
  miR122 inh: -7
89. CCOC(=O)CNC(=O)CSc1ncnc2c1cnn2-c1ccc(OC)cc1
  miR122 inh: 2
90. CCN(CC)C(=O)COc1ccc2oc(C)c(C(=O)OC(C)C)c2c1
  miR122 inh: 8
91. Cc1ccc(-c2n[nH]c3c2CCC3)cc1
  miR122 inh: 3
92. CCOc1ccc(S(=O)(=O)N2CCCCCC2)cc1
  miR122 inh: 20
93. COC(=O)CNC(=O)c1nn(-c2cccc(OC)c2)c(=O)c2ccccc12
  miR122 inh: -2
94. O=c1cc2c(nn1Cc1ccccc1Cl)-c1ccccc1CC2
  miR122 inh: 10
95. COC(=O)[C@@H](NC(=O)Nc1ccc(OC(F)(F)F)cc1)C(C)C
  miR122 inh: 0
96. CC(C)Cn1c(-c2ccc(F)cc2)n[nH]c1=S
  miR122 inh: -5
97. CCOc1cc(C#N)c(NC(=O)Cn2nnc3ccccc32)cc1OCC
  miR122 inh: -5
98. CCOC(=O)c1ccc(COC(=O)CCc2nc(-c3ccccc3)c(-c3ccccc3)o2)cc1
  miR122 inh: 3
99. COc1cccc(-c2nn3c(-c4cccc(C)c4)nnc3s2)c1
  miR122 inh: 6
100. COc1ccc(Br)cc1CNC(=O)C1CCCN(S(C)(=O)=O)C1 (configuration not stated)
  miR122 inh: 1

101. COCCn1c(Sc2ccccc2)nc2c1c(=O)[nH]c(=O)n2C
  miR122 inh: -8
102. Cc1cc(C)n(C(=O)CNC(=O)Cc2ccccc2)n1
  miR122 inh: -2
103. C=CCSc1nccc(-c2cc(Cl)sc2Cl)n1
  miR122 inh: -5
104. O=C(CN1C(=O)C2C3C=CC(C3)C2C1=O)NCCc1ccccc1 (configuration not stated)
  miR122 inh: -2
105. COCCNC(=O)C(C)OC(=O)c1cc2occc2n1C (configuration not stated)
  miR122 inh: -3
106. O=C(NC1CCCCCCC1)C1=COCCO1
  miR122 inh: -1
107. CCN(Cc1ccccc1)C(=O)CCc1nc(-c2ccc(C)cc2)no1
  miR122 inh: 5
108. CC(C)CNC(=O)c1ccccc1Oc1ccccc1
  miR122 inh: -11
109. CCCCN=CC1=C(O)C(C(=O)OC)C(C)(C)CC1=O (configuration not stated)
  miR122 inh: 1
110. COc1cccc(C(CC(=O)NCc2ccco2)NS(=O)(=O)c2ccc(C)cc2)c1OC (configuration not stated)
  miR122 inh: 6
111. O=c1[nH]cnc2nn(-c3ccccc3)nc12
  miR122 inh: -2
112. Cc1ccc2c(=O)cc(C(F)F)oc2c1
  miR122 inh: 2
113. Cc1cccc(-n2ncc3c(NCc4ccco4)ncnc32)c1
  miR122 inh: 0

Five of these compounds in another layout:
#	mol	miR122 inh
102	Cc1cc(C)n(C(=O)CNC(=O)Cc2ccccc2)n1	-2
108	CC(C)CNC(=O)c1ccccc1Oc1ccccc1	-11
112	Cc1ccc2c(=O)cc(C(F)F)oc2c1	2
104	O=C(CN1C(=O)C2C3C=CC(C3)C2C1=O)NCCc1ccccc1 (configuration not stated)	-2
101	COCCn1c(Sc2ccccc2)nc2c1c(=O)[nH]c(=O)n2C	-8
